Tau fluor cs = counter-screen for tau fibril formation inhibitors; Potency, µM (top dose mostly 57.7 µM), for the others: at the highest dose activity change, negative = decrease; hit rate 0.93% among 280,000; tau K18 P301L (four-repeat tau fragment) Alexa594 fluorescence, heparin fibrillization; AID 1463; note: % is set by controls: 0 for no effect and ±100 for the full control effect; nearly all actives have a fitted effect of over 55% in size
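Human K18 P301L tau (15 uM unlabeled plus 0.24 uM Alexa 594-labeled, final) in 100 mM sodium acetate pH 7 was mixed with compound and 20 uM heparin and incubated 6 hr at 37 C.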
Epigenetic reg = epigenetic control regulation, reporter derepression; murine LDR cells, GFP reporter derepression, 30 h; Potency, µM (doses to about 53.9 µM), for inactives: top-dose GFP activation, hits mostly activators; hit rate 0.2% among 280,000; note: % of control where 0% means no effect; nearly all actives have a fitted effect of over 60% in size
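Murine LDR cells carrying a silenced, genomically integrated CMV-driven GFP reporter were exposed to compound for 30 hours at 37 C. After PBS washes, GFP-positive cells (20–120 um objects) were counted by laser-scanning microplate cytometry.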
* = called active by the depositor; ? = inconclusive; [ ] = remark or other dose. Calls come from the whole dose curve; as a rule, active = well fitted curve in the direction sought with a large enough effect; inconclusive = small, poorly fitted or top-dose-only effect, or another doubt; inactive = no such curve, though single readings can be large; an effect the other way counts as inactive or inconclusive. Potency is the fitted concentration of half-maximal effect. The list is partial; the hit share may differ from the screen's.

Values run as follows: Tau fluor cs	Epigenetic reg
O=C(COc1ccccc1Cl)OCc1cc(=O)n2nc(-c3cccs3)sc2n1
  -7%	1.1%
CC(C)c1ccc(NC(=O)c2cc(S(=O)(=O)N(C)C3CCCCC3)ccc2F)cc1
  -12%	3.5%
COCCn1c(C)cc(O)c(C(c2ccccc2)N2CCN(c3ccccc3F)CC2)c1=O (centres undefined)
  -6%	0.8%
CCOc1ccc(NC(=O)CSc2nc3ccsc3c(=O)n2CCCCCC(=O)O)cc1
  -2%	0.6%
C=Cc1ccc(CN2C(=O)c3ccccc3Sc3ccc(C(=O)OCc4ccco4)cc32)cc1
  2%	1.7%
CCOC(=O)c1cccc(NC(=O)c2cnc3sc(N4CCOCC4)nn3c2=O)c1
  -3%	-1.7%
COc1ccc(-n2nc3c(N4CCC(C(=O)NCc5ccccc5C)CC4)nnc(C)c3c2C)cc1
  -4%	0.7%
CCCCNC(=O)CCC1N=C2c3ccccc3N=C(SCC(=O)NCCc3ccc(OC)c(OC)c3)N2C1=O (centres undefined)
  1%	0.0%
Cn1cnc2c(=O)oc3ccc(S(=O)(=O)N4CCN(c5cccc(Cl)c5)CC4)cc3c21
  11%	0.4%
CCOC(=O)c1ccc(NC(=O)C(CC)Sc2nc3ncccc3o2)cc1 (centres undefined)
  -1%	0.0%
CC(C)(C)OC(=O)N1CCC(c2c(C(=O)NCc3ccccn3)cnn2-c2ccc(F)cc2)CC1
  -8%	0.0%
COc1ccc(-c2nnc(SCC(=O)Nc3ccc(F)cc3)s2)cc1
  -6%	1.4%
CCOc1ccc(CNC(=O)CC(C)n2nc(C)cc2C)cc1OC (centres undefined)
  -6%	1.5%
Cc1nn(-c2ccc(N3CCCC3)nn2)c(C)c1CCC(=O)NCc1ccccc1
  -1%	2.9%
CCOc1ccc(N2C(=O)CS(=O)(=O)C23C(=O)N(Cc2cccc(Cl)c2)c2ccccc23)cc1 (centres undefined)
  -17%	-1.3%
CCc1cnc2c(c1SCC(=O)c1ccc(Cl)cc1)c(=O)n(C)c(=O)n2C
  -14%	1.3%
COc1ccc(NC(=O)C(NS(=O)(=O)c2ccc3c(c2)CCCC(=O)N3)C(C)C)c(OC)c1 (centres undefined)
  -12%	-4.3%
CC(=O)N(Cc1cccnc1)c1nc2c(C)cccc2s1
  -16%	0.7%
CC(C)c1ccc(NC(=O)Cn2c3ncccc3c(=O)n2-c2ccccc2)cc1
  ?	-1.7%
CCc1ccc(NC(=O)Cn2nc(SC)c(S(=O)(=O)c3ccc(OC)cc3)c2N)cc1
  -21%	-3.8%
COc1cc(NC(=O)C2CCN(c3nnc(C)c4c(C)n(-c5ccccc5)nc34)CC2)cc(OC)c1
  -16%	0.9%
O=C(Cc1ccc(NC(=O)N2CCCCc3ccccc32)cc1)NCc1ccccc1Br
  -1%	1.5%
CCCNC(=O)CCC(=O)N1Cc2cccc(OC)c2Oc2ncccc21
  3%	1.1%
O=C(NCc1ccc(Cl)cc1)C1CCCN(c2ncnc3onc(-c4ccc(F)cc4)c23)C1 (centres undefined)
  ?	0.8%
COc1ccc(S(=O)(=O)NCC(c2ccco2)S(=O)(=O)c2cccs2)cc1C (centres undefined)
  -17%	9.7%
CCOc1ccc(CNC(=O)c2cccc(NC(=O)N3CCSc4ncccc43)c2)cc1OC
  -6%	-1.6%
CCC(C(=O)Nc1cc(C)ccc1C)n1c(=O)c(C(F)(F)F)nc2ccccc21 (centres undefined)
  -19%	-0.2%
Cc1ccccc1CCNC(=O)c1cc2cc(S(=O)(=O)N3CCCCC3)ccc2n1C
  -7%	-4.0%
Cc1ccc(-n2nnnc2CNC(=O)C(C)(C)C)cc1C
  1%	1.3%
Cc1cccc(NC(=O)c2ccc(F)c(S(=O)(=O)NCc3ccc4c(c3)OCO4)c2)c1
  ?	3.5%
O=C(Nc1ccccc1OCc1cc(=O)n2ccccc2n1)Nc1ccccc1C(F)(F)F
  -8%	16%
CSCCC(NS(=O)(=O)c1ccc2c(c1)oc(=O)n2C)C(=O)NCCc1ccc(C)cc1 (centres undefined)
  5%	-0.2%
COc1ccc(CNC(=O)c2ccc3c(c2)nc2n3CCC(C)C2)c(OC)c1 (centres undefined)
  -2%	-0.3%
CCc1nc(Oc2cccc(F)c2)c2oc3ccccc3c2n1
  -4%	0.0%
CCNC(=O)CCCN1C(=O)CCn2nc(-c3cccn3C)cc21
  1%	0.0%
Cc1nn(CCC(=O)N2CCN(c3ccccc3)CC2)c(C)c1S(=O)(=O)N1CCCC1
  -2%	-3.5%
Cc1c(Cl)cccc1NC(=O)c1ccc(NC(=O)N2CCSc3ncccc32)cc1
  -8%	-5.7%
Cc1ccc(C)c(Nc2nn3c(=O)c4ccc(C(=O)NCCc5ccccc5)cc4nc3s2)c1
  0%	0.1%
Cc1cccc(N2CCN(CCCNC(=O)c3sc4ncccc4c3-n3cccc3)CC2C)c1 (centres undefined)
  -5%	0.0%
CCOC(=O)c1c(NC(=O)COc2ccc(CC)cc2)sc2c1CCCC2
  -6%	-1.1%
CC(CNC(=O)Cn1ccc2cc(S(=O)(=O)N3CCCCC3)ccc21)c1ccccc1 (centres undefined)
  -24%	-0.8%
CCOc1ccccc1CNC(=O)c1cc2c(=O)n(Cc3ccco3)ccc2nc1C
  -5%	0.0%
CCOc1ccc(CC(=O)NCCc2csc(-c3ccc(Cl)cc3)n2)cc1
  -3%	-1.7%
Fc1ccc(-c2noc3ncnc(NCc4ccc(Cl)cc4)c23)cc1
  -27%	-1.3%
COc1ccc(CNC(=O)CCn2nc(C)c3c(C)n(-c4ccccc4)nc3c2=O)c(OC)c1
  -17%	7.0%
Cc1ccc(S(=O)(=O)CC(=O)Nc2sc3c(c2C(N)=O)CCCC3)cc1
  -19%	0.4%
COC(=O)c1c(NC(=O)c2ccc(S(=O)(=O)N3CCCCC3)cc2)sc2c1CCN(C)C2
  9%	?
COc1ccc(C(=O)NCCc2sc(-c3ccc(F)cc3)nc2C)cc1OC
  -15%	-3.7%
O=C(COc1ccccc1)NCCc1csc(-c2ccc(F)cc2)n1
  -5%	-0.9%
COc1ccc(S(=O)(=O)NCC(c2ccc(N(C)C)cc2)N2CCCC2)cc1 (centres undefined)
  9%	-3.8%
Cc1ccc(-n2c(=O)cc(N3CCN(c4ccccc4Cl)CC3)[nH]c2=O)cc1
  -3%	0.0%
Cc1cccc(N2CCN(C(=O)c3c(C)oc4ncnc(N5CCCCC5)c34)CC2)c1C
  -9%	0.0%
COc1ccc(-n2nnc(-c3nsc(NC(=O)c4ccc(C)c(C)c4)n3)c2C)cc1Cl
  -6%	-3.2%
CC(=O)Nc1c(C)nn(-c2ccccc2)c1N1CCC(C(=O)Nc2ccc(C)cc2Cl)CC1
  -4%	-0.2%
CC1=C(c2ccc(C)c(C)c2)S(=O)(=O)N(Cc2ccc(C(=O)NC(C)c3ccccc3)cc2)C1=O (centres undefined)
  -15%	0.0%
COc1ccc(-n2ncc(C(=O)N3CCN(c4cc(C)ccc4C)CC3)c2C2CCN(C(=O)OC(C)(C)C)CC2)cc1
  -4%	-1.3%
COC(=O)c1ccc(NC(=O)CN2C(=O)CCc3cc(S(=O)(=O)N4CCCCC4)ccc32)cc1
  -30%	-2.9%
O=C(CSc1ncc2c(n1)-c1ccccc1N(Cc1ccc(Cl)cc1)S2(=O)=O)c1ccccc1
  -19%	5.2%
COc1cccc(CNC(=O)C2CCCCN2S(=O)(=O)c2ccc(F)cc2)c1 (centres undefined)
  -5%	-2.6%
CCN(CC)S(=O)(=O)c1ccc(C(=O)Nc2nc3c(Cl)cc(Cl)cc3s2)cc1
  -9%	-2.8%

Additional results follow:
Values run as follows: Tau fluor cs	Epigenetic reg
Cn1c(SCC(=O)N2CCOCC2)ncc(C(=O)Nc2ccc(F)cc2)c1=O
  -2%	?
Cc1nn(-c2ccc(N3CCOCC3)nn2)c(C)c1CCC(=O)Nc1ccc(F)cc1F
  2%	5.9%
CN(C)CCN(Cc1ccccc1)S(=O)(=O)c1ccc(-c2cc(C(F)(F)F)on2)s1
  -25%	-3.8%
CC(=O)Nc1ccc(S(=O)(=O)NCC2CCC(C(=O)NCCc3ccc(C)cc3)CC2)cc1 (centres undefined)
  1%	-3.3%
CN1CCN(Cc2c(O)ccc3cc(-c4ccc(Cl)cc4)c(=O)oc23)CC1
  -18%	-1.9%
COc1cc(OC)c(NC(=O)COc2ccccc2-c2nnc(-c3ccccc3)o2)cc1Cl
  -9%	0.0%
CCN(C(=O)CSc1nc2ccccc2n1CC(=O)Nc1cccc(C#N)c1)c1ccccc1
  ?	-4.0%
CCOC(=O)C1CCN(C(=O)c2ccccc2NC(=O)c2nsc3ccccc23)CC1
  -14%	-3.3%
COc1cc(NC(=O)CC(C)S(=O)(=O)c2cc3c4c(c2)CCN4C(=O)CC3)cc(OC)c1 (centres undefined)
  -4%	-1.6%
CCOC(=O)Cn1c(=O)n(-c2ccc(Cl)cc2)c2nc(-c3ccc(Cl)cc3)nc(C(N)=O)c21
  -4%	9.3%
COc1ccc(CCNC(=O)CCN2N=C(c3ccccc3)CCC2=O)cc1OC
  -3%	-1.1%
Cc1ccc(C)c(Oc2c(C(F)(F)F)oc3c(CN4CCN(C)CC4)c(O)ccc3c2=O)c1
  1%	0.0%
COc1ccc(CNC(=O)Cc2c(C(=O)O)c(C)cn2C)cc1
  -1%	0.0%
COc1cccc(N2CC(NC(=O)c3cc4ccccc4o3)CC2=O)c1 (centres undefined)
  -3%	1.6%
Cc1ccc(Cl)cc1NC(=O)Cn1c(=O)cc(C)c2c(C)nn(C)c21
  -6%	0.0%
CCN(c1ccccc1)S(=O)(=O)c1ccc2[nH]cc(C(=O)NC3CCCCC3)c(=O)c2c1
  ?	3.2%
O=C(CSc1nc(=O)n(Cc2ccco2)c2c1CCC2)NCc1ccc(F)cc1
  -8%	1.2%
Cc1ccc(N2C(=O)CSC23C(=O)N(CC(=O)NCc2ccccc2)c2ccccc23)cc1 (centres undefined)
  -12%	-2.4%
Cc1oc2ncn(CC(C)C)c(=O)c2c1C(=O)N1CCN(c2cccc(C(F)(F)F)c2)CC1
  -17%	5.9%
O=S(=O)(NCc1cccc(Br)c1)c1ccc(-c2cc(C(F)(F)F)on2)s1
  10%	4.9%
COC(=O)C(C)Sc1nc2c([nH]c3ccccc32)c(=O)n1-c1ccc(OC)cc1 (centres undefined)
  -17%	4.2%
COC(=O)c1sccc1S(=O)(=O)N1CCN(c2cccc(C)c2C)CC1
  -17%	0.0%
CCOc1ccc(NC(=O)N(C)CCc2c(C)nn(C)c2C)cc1
  -11%	7.5%
Cc1ccc(C)c(NC(=O)C(C)n2c(=O)cc(C(F)(F)F)c3c(C)nn(C)c32)c1 (centres undefined)
  5%	0.0%
Cc1oc2ncn(CC(C)C)c(=O)c2c1C(=O)Nc1cc(F)ccc1F
  -18%	0.8%
COc1ccccc1NC(=O)CN1C(=O)C(C)(C)c2ccccc21
  -11%	0.0%
COc1cc(Nc2nc(SCc3ccccc3F)nc3ccccc23)cc(OC)c1
  ?	0.0%
CCCN1C(=O)CN(C2CCCCC2)C(=O)C1c1ccc(OC)c(OC)c1 (centres undefined)
  -12%	0.4%
O=C(CSc1nc2c([nH]c3ccccc32)c(=O)n1-c1ccc(Cl)cc1)N1CCOCC1
  -2%	1.4%
Cc1noc2ncnc(N3CCCC(C(=O)Nc4cc(F)ccc4F)C3)c12 (centres undefined)
  -3%	0.0%
O=C(CSc1nc2ccccc2nc1Cc1ccccc1)Nc1ccccc1C(F)(F)F
  -8%	-1.6%
COc1cc(OC)c(NC(=O)N2CC3CCCN3c3ccccc32)cc1Cl (centres undefined)
  ?	-1.0%
O=C(NCc1cccc(Cl)c1)c1cccn1-c1nnc(N2CCCC2)s1
  3%	4.1%
O=C(Nc1cccc(Br)c1)Nc1nc2c(s1)CCCCCC2
  3.5µM*[quencher]	17%
CN(C)S(=O)(=O)c1ccc2c(c1)nnn2CCNC(=O)Nc1ccc(Cl)cc1
  -10%	-3.5%
O=C(CS(=O)(=O)c1cccc2nsnc12)N1CCN(c2ccccc2)CC1
  -7%	0.0%
CN(C)c1ccc(CNC(=O)c2ccccc2NC(=O)c2nsc3ccccc23)cc1
  ?	11%
